GLD-1 RNA inh: GLD-1-TGE RNA interaction inhibition (C. elegans); Q17339; purified GLD-1 + fluorescein TGE RNA, fluorescence polarization; inhibition, % at 5.96 µM; 320,000 tested, 0.44% active;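 active = percent inhibition above a per-plate cutoff, the plate mean of test compounds plus 3 SD, cut at about 30% in these data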;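 also: 0% = DMSO wells with GLD-1 and probe and 100% = wells lacking GLD-1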
MEX-5 binding: C. elegans MEX-5 TCR-2 RNA binding activity; Q9XUB2; MEX-5/FITC-TCR2 RNA binding, fluorescence polarization; active compounds read low; activity score (negative = inhibition of binding), % at 10 µM; 300,000 tested, 0.38% active;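 active = inhibition past about -25% in most replicates, and total fluorescence under double the plate's negative control median, limit read from the data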;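 also: 0% = DMSO and -100% = 5 µM competing unlabeled TCR2 RNA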
Target sequence (Q9XUB2 whole entry, looked up): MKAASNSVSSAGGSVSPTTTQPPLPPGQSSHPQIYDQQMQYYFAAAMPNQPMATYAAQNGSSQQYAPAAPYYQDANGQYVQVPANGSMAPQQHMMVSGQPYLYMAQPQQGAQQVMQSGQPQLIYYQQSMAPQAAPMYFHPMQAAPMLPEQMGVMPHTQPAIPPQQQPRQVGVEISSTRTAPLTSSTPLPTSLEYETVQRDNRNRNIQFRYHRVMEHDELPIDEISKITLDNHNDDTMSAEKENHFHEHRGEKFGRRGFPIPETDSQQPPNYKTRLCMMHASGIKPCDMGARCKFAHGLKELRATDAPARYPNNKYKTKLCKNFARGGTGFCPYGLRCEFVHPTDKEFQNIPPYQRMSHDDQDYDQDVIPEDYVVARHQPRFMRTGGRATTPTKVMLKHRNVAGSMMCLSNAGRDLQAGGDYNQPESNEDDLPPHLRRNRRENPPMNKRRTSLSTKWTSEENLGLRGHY
EBNA-1 inhibitor: blocks EBNA-1 binding to DNA; EBNA-1 DNA binding, fluorescence polarization; inhibition, % at 14.8 µM; 300,000 tested, 0.34% active; in the data active = inhibition above about 28%
ZTA DNA inh: counter-screen for EBNA-1 inhibitors: inhibitors of Epstein-Barr virus ZTA; 320,000 tested, 0.15% active; ZTA-DNA binding, fluorescence polarization; inhibition, % at 11 µM; P03206; in the data active = inhibition above about 33%
Fam108B counter: Fam108B inhibition, counter-screen for RBBP9 inhibitors; 300,000 tested, 0.33% active; recombinant Fam108B, FP-Rh probe fluorescence polarization; inhibition, % at 9.51 µM;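 active = inhibition above the screen mean inhibition plus 3 SD, computed separately per campaign, cut at about 18% in these data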;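 also: inhibitors lower polarization as less probe binds the enzyme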
Yeast superoxide: lowers age-related superoxide in aged yeast cells; S. cerevisiae aged cells, superoxide DHE fluorescence; active compounds read low; superoxide response (% of plate mean), % at 10 µM; 330,000 tested, 0.18% active;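 active = superoxide response under a set limit, about three screen SD below normal, cut at about 65% in these data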;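 also: yeast aged for seven days with compound at 30 °C before DHE staining; 100% = average MFI of all compound-treated wells on the plate with controls excluded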
Efflux pump inh: inhibitors of Candida antifungal efflux pumps expressed in yeast. inhibition, % at 10 µM. AID 485275. S. cerevisiae Candida pump triplex, Nile Red efflux. 330,000 tested, 0.44% active;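 active = plate passing quality check with inhibition over a set limit, or well fluorescence over plate mean plus 4 SD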;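 also: Nile Red retained in pooled yeast measured as flow cytometry median fluorescence; 0% = buffer negative control and 100% = Enniatin B positive control; higher means more Nile Red kept so more efflux inhibition; some compounds called inactive have numbers as strong as hits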
BCLXL inh: Bcl-xL (human) inhibition | GST-Bcl-xL / FITC-Bim BH3 peptide fluorescence polarization | inhibition, % at 10.9 µM | 320,000 tested, 0.7% active | AID 2129;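 active = inhibition above the mean of all tested compounds plus 3 SD, cutoff set per campaign, cut at about 30% in these data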;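 also: 0% = DMSO wells and 100% = unlabeled Bim-BH3 peptide competitor; inhibitors lower millipolarization by displacing the labeled peptide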
MCL1 BIM primary: inhibitors of human MCL1 binding to BIM-BH3 peptide; Q07820; GST-MCL1 / FITC-Bim-BH3 fluorescence polarization; inhibition, % at 10.9 µM; 320,000 tested, 0.68% active; AID 2057;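 active = inhibition above the mean inhibition of all tested compounds plus 3 SD, set per campaign, cut at about 40% in these data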;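 also: 0% = DMSO wells and 100% = unlabeled Bim-BH3 peptide control; higher means more loss of mP so more displacement of Bim peptide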
Target sequence (Q07820 whole entry, looked up): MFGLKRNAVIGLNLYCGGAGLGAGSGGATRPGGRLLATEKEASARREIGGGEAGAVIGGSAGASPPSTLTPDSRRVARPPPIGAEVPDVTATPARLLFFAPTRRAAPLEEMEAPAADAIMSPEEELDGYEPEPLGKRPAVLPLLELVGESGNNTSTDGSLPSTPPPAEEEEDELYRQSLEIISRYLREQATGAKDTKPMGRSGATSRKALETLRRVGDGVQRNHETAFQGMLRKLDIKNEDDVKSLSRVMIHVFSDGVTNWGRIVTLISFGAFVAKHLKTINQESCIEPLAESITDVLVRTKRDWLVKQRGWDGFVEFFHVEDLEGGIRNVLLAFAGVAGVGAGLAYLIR
Active calls of the source: *; . = not tested or not shown. Rows were taken by chance, and some 2.3% of all compounds hit somewhere here.

SMILES	GLD-1 RNA inh	MEX-5 binding	EBNA-1 inhibitor	ZTA DNA inh	Fam108B counter	Yeast superoxide	Efflux pump inh	BCLXL inh	MCL1 BIM primary
O=C(Nc1cccc(S(=O)(=O)N2CCCCC2)c1)C1CCC1	-2	-0.1	-6	4	0	89	0.0	3	0
CSCCC(NC(=O)/C(=C\c1ccc(Cl)cc1)NC(=O)c1ccccc1)C(=O)O (stereo not given)	-3	3.8	-7	-15	-1	97	0.0	9	5
O=C(c1ccc(S(=O)(=O)N2CCOCC2)cc1)N(c1ccccc1)C1C=CS(=O)(=O)C1 (stereo not given)	-1	-0.6	-6	5	1	96	0.0	8	-2
O=C(CSc1ccc2nnc(-c3ccccn3)n2n1)Nc1ccc(F)cc1F	6	1.2	13	10	1	108	-0.2	3	0
O=C(CN1CC(=O)Oc2ccccc21)OCC(=O)c1ccc(F)cc1	2	0.4	-3	-15	-3	88	-0.1	6	9
Cn1c(SCC(=O)Nc2cccnc2)nnc1-c1ccccc1F	1	0.9	-8	4	0	99	0.1	-15	-14
C=CCn1c(SCC(=O)Nc2ccccc2)nnc1-c1cccc(S(=O)(=O)N2CCOCC2)c1	-5	0.1	3	26	-3	94	-0.1	4	-1
CCOC(=O)c1cn[nH]c1NC(=S)Nc1ccc(OC)cc1	4	-1.9	6	-13	3	105	-0.2	-1	-3
CCC(C)Cn1c(C(C)C)nc2ccccc21 (stereo not given)	3	-2.7	-1	-15	5	90	0.0	4	-2
Cc1ccc(-c2nnc(SCC(=O)N/N=C/c3ccccc3C(=O)O)n2C2CCCCC2)cc1	-1	1.8	9	19	-3	121	0.1	0	0
O=C(NCc1ccncc1)Nc1cccc([N+](=O)[O-])c1	-6	3.5	6	-16	0	92	0.0	3	5
CCN(CC)C(=O)Cn1cnc2sc(C(=O)Nc3cc(OC)c(OC)c(OC)c3)c(C)c2c1=O	6	0.0	6	0	11	107	0.0	5	4

Shown as comma-separated lines: part of the list above.
Molecule,GLD-1 RNA inh,MEX-5 binding,EBNA-1 inhibitor,ZTA DNA inh,Fam108B counter,Yeast superoxide,Efflux pump inh,BCLXL inh,MCL1 BIM primary
CSCCC(NC(=O)/C(=C\c1ccc(Cl)cc1)NC(=O)c1ccccc1)C(=O)O (stereo not given),-3,3.8,-7,-15,-1,97,0.0,9,5
Cn1c(SCC(=O)Nc2cccnc2)nnc1-c1ccccc1F,1,0.9,-8,4,0,99,0.1,-15,-14

A draw from above in order of count of non-hydrogen atoms, falling:
SMILES	GLD-1 RNA inh	MEX-5 binding	EBNA-1 inhibitor	ZTA DNA inh	Fam108B counter	Yeast superoxide	Efflux pump inh	BCLXL inh	MCL1 BIM primary
CSCCC(NC(=O)/C(=C\c1ccc(Cl)cc1)NC(=O)c1ccccc1)C(=O)O (stereo not given)	-3	3.8	-7	-15	-1	97	0.0	9	5
CCOC(=O)c1cn[nH]c1NC(=S)Nc1ccc(OC)cc1	4	-1.9	6	-13	3	105	-0.2	-1	-3
CCC(C)Cn1c(C(C)C)nc2ccccc21 (stereo not given)	3	-2.7	-1	-15	5	90	0.0	4	-2

The results go on.
SMILES	GLD-1 RNA inh	MEX-5 binding	EBNA-1 inhibitor	ZTA DNA inh	Fam108B counter	Yeast superoxide	Efflux pump inh	BCLXL inh	MCL1 BIM primary
COc1ccc(Br)cc1S(=O)(=O)n1ccnc1C	3	-0.4	-3	0	3	105	0.0	2	-3
CCOc1c2ccc(C(=O)NCc3ccc4c(c3)OCO4)cc2nn1C	18	1.6	-9	-22	-1	.	.	2	0
Cc1n[nH]c(C)c1S(=O)(=O)N1CCCC(C(=O)NC2CCCc3ccccc32)C1 (stereo not given)	3	1.5	5	-20	0	92	0.2	4	-1
CCC(NC(=S)NCc1ccccc1)C(=O)O (stereo not given)	1	-0.1	-1	4	-1	98	0.1	6	8
O=C(Nc1cnn(Cc2ccc(F)cc2)c1)c1cc(-c2cccs2)on1	1	2.3	8	13	1	103	-0.1	3	3
O=[N+]([O-])c1cccc(-n2nncc2-c2ccccc2)c1	10	-0.1	-11	3	-1	114	0.3	-2	2
O=C(CCN1C(=O)[C@@H]2Cc3ccccc3CN2C1=O)NCc1ccc(Cl)cc1	3	-2.0	10	21	0	98	0.0	-3	-3
CCN(CC)CCCNC(=O)C1c2ccccc2C(=O)N(C)C1c1ccc(OC)cc1 (stereo not given)	6	1.1	1	0	-1	92	0.0	3	6
COC(C/C=C/[C@@H](O)[C@H](C)OCc1ccccc1)OC	2	-0.2	2	7	-2	.	.	1	-3
CCCCn1c(SCC(=O)NC(=O)Cc2ccccc2)nc2ccccc2c1=O	3	.	.	-7	.	89	0.0	3	2
Cc1cc(C)nc(NS(=O)(=O)c2ccc(NC(=O)c3cccs3)cc2)n1	1	4.1	3	-4	-1	95	0.0	1	-6
COC(=O)CNC(=O)c1cc(-c2ccncc2)nc2ccc(C)cc12	8	0.9	6	4	1	100	0.0	1	9
Cc1cccc(CSc2ncnc3nc[nH]c23)c1	2	-1.1	3	6	-2	95	-0.1	0	1
Cc1cc(C)n(-c2cc(C(=O)O)cc(C(=O)O)c2)n1	3	-1.4	4	4	1	97	-0.1	3	3
CCC(C(=O)NC1CCCC1)N(C(=O)Cn1nnc(-c2cccs2)n1)c1cnc2ccccc2c1 (stereo not given)	-10	-0.1	-3	2	-2	97	0.2	2	-1
CC(NC(=O)CCN1N=C(c2ccccc2)CCC1=O)c1ccc2c(c1)OCCO2 (stereo not given)	7	-0.6	15	16	2	103	0.5	-1	3
CC1(C(=O)O)CCC(C(=O)NC2CCCCCC2)C1(C)C (stereo not given)	-3	2.7	4	1	3	76	-0.2	5	0
CC1Cc2ccccc2N1C(=O)CSc1ncc(-c2ccc(F)cc2)n1C (stereo not given)	2	2.6	1	-4	1	115	0.1	6	1
CCCOc1ccc(N2C(=O)CC(NCCCN3CCC(C(N)=O)CC3)C2=O)cc1 (stereo not given)	7	3.0	-2	-10	-1	93	0.0	4	0
Cc1cc(C(=O)C(C)OC(=O)c2cnccn2)c(C)n1-c1ccccc1 (stereo not given)	7	3.4	-2	-12	-3	98	0.1	2	3
CCN1C(=O)N(CC)C2NC(=S)NC21 (stereo not given)	6	2.1	-2	2	5	104	-0.1	-1	1
CCOC(=O)c1cnc2ccc(C)cn2c1=O	4	0.8	2	11	1	102	0.1	-1	-2
O=C1CN=C(Nc2ccccc2Cl)N1Cc1ccc2c(c1)OCO2	-3	-0.1	-8	-8	-1	111	0.1	3	-4
Cc1nc(SCCCSc2n[nH]c(C)n2)n[nH]1	6	17	-5	-5	5	91	0.1	-4	-3

A few values from the entries so far:
Cc1cccc(CSc2ncnc3nc[nH]c23)c1 @ MCL1 BIM primary = 1
CCOC(=O)c1cnc2ccc(C)cn2c1=O @ EBNA-1 inhibitor = 2
Cc1nc(SCCCSc2n[nH]c(C)n2)n[nH]1 @ Efflux pump inh = 0.1

More structures
SMILES	GLD-1 RNA inh	MEX-5 binding	EBNA-1 inhibitor	ZTA DNA inh	Fam108B counter	Yeast superoxide	Efflux pump inh	BCLXL inh	MCL1 BIM primary
COc1cccc(NC(=O)C(NCC(C)(C)CN(C)C)c2ccccc2)c1 (stereo not given)	-4	-2.2	-4	-1	3	83	-0.1	11	-2
COc1cccc(CNC(=O)CSCC(=O)Nc2ccc(C)cc2)c1	-5	0.9	2	-16	0	81	-0.1	-1	-11
OC(COc1ccccc1)Cn1cc(Br)cn1 (stereo not given)	0	0.8	1	-1	-1	91	0.2	-2	-1
CC(C)OC(=O)CCCN1C(=O)c2ccc(N)cc2C1=O	13	-3.2	1	9	1	104	0.1	17	13
COc1cccc(-n2c(SCC(=O)N3CCc4ccccc43)nnc2-c2c[nH]c3ccccc23)c1	3	2.4	-5	-8	-7	102	0.1	3	3
CC(C)c1ccc(NC(=O)C2C3C=CC(CC3)C2C(=O)O)cc1 (stereo not given)	5	.	3	-13	-1	104	0.0	1	-2
CCC(C)(C)NC(=O)C(c1ccc(O)cc1)N(C(=O)Cn1nnc2ccccc21)c1ccc(NC(C)=O)cc1 (stereo not given)	7	-1.3	4	-14	-1	98	-0.1	10	9
CC(=O)N1CCc2cc(S(=O)(=O)NC(CC(C)C)C(=O)Nc3cc(C(=O)O)ccc3C)ccc21 (stereo not given)	-7	0.0	-4	3	3	99	-0.1	7	4
COc1ccc(-c2nn(-c3ccccc3C)cc2CNC(C)c2cn(C)nc2C)cc1F (stereo not given)	4	-1.0	3	11	-2	107	0.0	2	5
CC(C)n1nnnc1-c1cc(Cl)cc(Cl)c1	3	0.9	2	20	0	92	0.2	5	9
CCN(CC(=O)NC1CCS(=O)(=O)C1)C(=O)c1ccc(OC)c([N+](=O)[O-])c1 (stereo not given)	1	.	.	-8	.	92	-0.4	3	-15
O=C(COC(=O)COc1ccccc1[N+](=O)[O-])NC1CCCCC1	0	.	.	9	.	102	0.0	0	-1
NC1=NC(=O)/C(=C/c2c(OS(=O)(=O)c3ccc(Cl)cc3)ccc3ccccc23)S1	-6	-0.7	15	-5	-5	81	-0.1	2	-5
COc1ccccc1Nc1nc(-c2ccccc2)nc2ccccc12	-4	2.4	3	-8	-12	106	0.1	5	10
COc1ccc(NC(=O)C2CCN(C(=O)Nc3ccccc3)CC2)cc1S(=O)(=O)N(C)C	6	.	.	-16	.	103	-0.1	4	3
O=C(NCc1cccc(Cl)c1)c1cccc(OC2CCN(C(=O)C3CC3)CC2)c1	-3	-1.3	1	10	-2	121	-0.7	3	-2
CC(=O)c1cccc(NC(=O)C(C)N2CCc3ccccc3C2)c1 (stereo not given)	-14	3.6	-13	-2	-3	111	0.3	-5	-12
CCc1ccc([C@@H]2CC=C(C(=O)O)[C@H](c3ccccc3F)N2S(=O)(=O)c2ccc(C)cc2)cc1	10	.	4	-2	-8	96	0.0	1	-4
Cc1nn(-c2ccccc2)c2c1C1(C(=O)N(C)c3ccccc31)N(c1ccccc1)C(=O)N2 (stereo not given)	3	0.4	-9	-1	1	89	-0.1	0	1
Cc1csc(NC(=O)CN(C)S(=O)(=O)c2cccc3cccnc23)n1	-3	-2.0	-3	-14	1	83	0.0	6	3
CCn1nnnc1NCc1c(OC)ccc2ccccc12	7	0.1	-6	2	4	93	0.1	2	-1
CC(C)NC(=O)COC(=O)CNC(=O)c1cc(Cl)cc([N+](=O)[O-])c1	4	-2.8	-5	-5	-1	129	0.0	5	3
COc1cc(C)c(C(C)C)cc1S(=O)(=O)N1CCOCC1	2	-0.4	7	4	3	96	0.0	5	3
COCCCNC(=O)CCCn1c(=O)c2ccccc2n(CC(=O)Nc2c(C)cccc2C)c1=O	1	0.0	1	-7	0	111	0.0	0	2

Screening data: PubChem, several laboratories
